Screening data from PubChem BioAssay.
LYPLA2 inh = LYPLA2 inhibitors, primary screen, counter-screen for PME1 inhibitor project, biochemical, fluorescence polarization, FP-Rh probe ABPP | 320,000 compounds, 0.38% hits | inhibition, % at 5.9 µM | Acyl-protein thioesterase 2 (Homo sapiens), O95372 | recombinant LYPLA2;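 active = inhibition above the screen-wide mean plus 3 SD, limit set per campaign, cut at about 26% in these data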;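 also: 0% = LYPLA2 with DMSO and 100% = wells lacking LYPLA2 enzyme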
Target sequence (O95372 whole entry, looked up): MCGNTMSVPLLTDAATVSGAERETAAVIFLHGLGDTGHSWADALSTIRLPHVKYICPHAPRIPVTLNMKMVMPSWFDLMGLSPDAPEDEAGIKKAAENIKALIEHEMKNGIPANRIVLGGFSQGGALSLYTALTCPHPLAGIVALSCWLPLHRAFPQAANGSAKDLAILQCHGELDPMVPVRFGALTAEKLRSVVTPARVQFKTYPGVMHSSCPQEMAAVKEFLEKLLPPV
PAFAH1B3 FP inh = PAFAH1B3 enzyme inhibitors, primary screen, biochemical, fluorescence polarization, human | inhibition, % at 3.39 µM | 340,000 compounds, 0.28% hits | recombinant PAFAH1B3, FP-rhodamine probe | Platelet-activating factor acetylhydrolase IB subunit alpha1 (Homo sapiens), Q15102;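 active = inhibition above the screen-wide average of all tested compounds plus 3 SD, cut at about 25% in these data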;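 also: 0% = enzyme with DMSO only and 100% = wells lacking PAFAH1B3 protein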
PREPL inh = PREPL enzyme inhibitors, primary screen, biochemical, fluorescence polarization | Prolyl endopeptidase-like (Homo sapiens), Q4J6C6 | recombinant PREPL, fluorescence polarization activity-based probe | inhibition, % at 5.96 µM | 320,000 compounds, 0.68% hits | AID 2751, 2010; in the data active = inhibition above about 43%;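 also: 0% = enzyme with DMSO and 100% = wells lacking enzyme; many of its hits are not listed in these tables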
LYPLA1 inh = LYPLA1 inhibitors, primary screen, counter-screen for PME1 inhibitor project, biochemical, fluorescence polarization, FP-Rh probe ABPP; Acyl-protein thioesterase 1 (Homo sapiens), O75608; recombinant LYPLA1; inhibition, % at 5.9 µM; 320,000 compounds, 0.16% hits;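 active = inhibition above the mean of all tested compounds plus 3 SD, set per campaign, cut at about 14% in these data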;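 also: inhibitors block serine hydrolase probe labeling of LYPLA1 so polarization falls; 0% = enzyme with DMSO and 100% = wells lacking LYPLA1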
Target sequence (O75608 whole entry, looked up): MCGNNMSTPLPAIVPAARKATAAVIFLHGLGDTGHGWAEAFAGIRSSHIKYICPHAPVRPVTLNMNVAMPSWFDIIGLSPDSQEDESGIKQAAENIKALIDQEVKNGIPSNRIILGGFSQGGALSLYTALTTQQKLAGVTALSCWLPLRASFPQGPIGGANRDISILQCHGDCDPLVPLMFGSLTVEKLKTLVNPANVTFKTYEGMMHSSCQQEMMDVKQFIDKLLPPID
GSTO1 counter = inhibitors of recombinant GSTO1, primary screen, counter-screen for RBBP9 inhibitor project, biochemical, fluorescence polarization; inhibition, % at 5.96 µM; Glutathione S-transferase omega-1 (Homo sapiens), P78417; activity-based probe fluorescence polarization; 300,000 compounds, 1.1% hits;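 active = inhibition above the campaign mean inhibition plus 3 SD, cut at about 35% in these data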;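 also: 0% = GSTO1-1 with DMSO and 100% = wells lacking GSTO1-1 enzyme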
Target sequence (P78417 whole entry, looked up): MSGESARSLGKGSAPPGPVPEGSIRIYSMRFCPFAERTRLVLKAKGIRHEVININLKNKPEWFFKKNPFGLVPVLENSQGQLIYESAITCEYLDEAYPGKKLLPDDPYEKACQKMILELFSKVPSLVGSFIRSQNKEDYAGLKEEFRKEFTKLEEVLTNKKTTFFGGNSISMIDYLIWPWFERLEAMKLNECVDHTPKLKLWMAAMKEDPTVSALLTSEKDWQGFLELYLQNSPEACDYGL
PAD4 inh = human PAD4 inhibitors, primary screen, biochemical, fluorescence polarization, 1536-well format. Protein-arginine deiminase type-4 (Homo sapiens), Q9UM07. recombinant PAD4, RCA probe fluorescence polarization. inhibition, % at 6.36 µM. 330,000 compounds, 0.41% hits. AID 485272, 2010;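 active = percent inhibition above a cutoff equal to the mean of all tested compounds plus 3 SD, cut at about 15% in these data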;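 also: 0% = PAD4 with RCA probe and DMSO and 100% = probe without PAD4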
ZTA counter = counter-screen for EBNA-1 inhibitors: inhibitors of Epstein-Barr virus ZTA; P03206; ZTA-DNA binding, fluorescence polarization; inhibition, % at 11 µM; 320,000 compounds, 0.15% hits; AID 2234; in the data active = inhibition above about 33%
Target sequence (P03206 whole entry, looked up): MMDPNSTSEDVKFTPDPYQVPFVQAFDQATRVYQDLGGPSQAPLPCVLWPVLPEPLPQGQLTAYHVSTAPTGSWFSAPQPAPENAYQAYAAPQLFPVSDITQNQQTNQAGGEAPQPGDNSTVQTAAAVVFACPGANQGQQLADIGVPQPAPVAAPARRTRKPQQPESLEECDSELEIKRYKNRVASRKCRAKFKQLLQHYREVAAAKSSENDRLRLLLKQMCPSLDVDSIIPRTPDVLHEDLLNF
PAFAH2 inh = PAFAH2 enzyme inhibitors, primary screen, biochemical, fluorescence polarization, human; Platelet-activating factor acetylhydrolase 2, cytoplasmic (Homo sapiens), Q99487; recombinant PAFAH2, FP-rhodamine activity probe; inhibition, % at 3.39 µM; 340,000 compounds, 0.99% hits; AID 492956, 2010;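 active = inhibition above the mean over all tested compounds plus 3 SD, cut at about 30% in these data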;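 also: inhibitors block probe labeling of enzyme so polarization drops; 0% = enzyme with DMSO and 100% = wells lacking PAFAH2 protein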
EBNA-1 inh = EBNA-1 DNA-binding inhibitors, primary screen, biochemical, fluorescence polarization; inhibition, % at 14.8 µM; 300,000 compounds, 0.34% hits; in the data active = inhibition above about 28%
* hit, by the source's call; · = no result given. A portion of the library; rates above refer to the full screens.

SMILES | LYPLA2 inh | PAFAH1B3 FP inh | PREPL inh | LYPLA1 inh | GSTO1 counter | PAD4 inh | ZTA counter | PAFAH2 inh | EBNA-1 inh
CCc1c(C)nc(N2CCN(Cc3ccc4c(c3)OCO4)CC2)[nH]c1=O | 3 | 2 | 24 | 3 | 0 | -8 | -19 | -2 | -4
Clc1ccc(OCc2nc(-c3ccncc3)no2)c(Br)c1 | 17 | 1 | -13 | 0 | 1 | -2 | 8 | 1 | 9
CCc1ccccc1NNC(=O)c1snnc1C | 3 | · | -8 | -2 | 14 | 8 | -17 | · | -12
Cc1c(C#N)c(O)[nH]c(=O)c1N=Nc1ccc(Br)cc1C(=O)O | -4 | 5 | 2 | -2 | -7 | 0 | -7 | 25 | 11
COc1ccc(O)c(C(=O)/C=C/c2cc3ccccc3o2)c1 | -8 | 5 | 11 | -11 | 3 | 2 | 0 | 1 | -5
O=C(c1ccc(S(=O)(=O)Nc2ccccc2)cc1)N1CCC1 | 3 | -2 | -5 | 0 | 2 | 0 | 16 | -2 | 0
COc1ccccc1NC(=O)Nc1ccc(Cl)c(S(=O)(=O)Nc2ccccc2OC)c1 | -49 | 10 | 1 | -34 | -28 | 1 | -2 | 3 | 3
CC1=C(C(=O)NC(C)CCc2ccccc2)C2(CCC(C)CC2)OC1=O (configuration not stated) | 4 | -3 | -28 | -2 | 3 | 0 | 5 | 0 | 0
Cc1nonc1CN(C)C(=O)c1cc(COc2ccc(F)cc2Cl)on1 | 9 | 14 | 18 | 4 | 1 | 3 | -5 | -6 | -2
O=C(CCNC(=O)Cn1cnc2ccccc2c1=O)NCC1CCCO1 (configuration not stated) | 10 | 7 | 1 | -1 | 0 | 1 | -10 | 0 | 4
COc1ccc(CC(=O)NCC2CCCN(Cc3ccc(SC)cc3)C2)cc1 (configuration not stated) | -6 | 1 | 0 | -5 | -3 | -4 | -2 | 4 | -14
S=C(Nc1cccc(Cl)c1)Nc1cccc2cnccc12 | 15 | 8 | 34 | 0 | 21 | -5 | -5 | -7 | 6
O=C(CSc1nnc2c(n1)[nH]c1ccccc12)Nc1ccc2c(c1)OCO2 | -12 | -4 | 0 | -8 | 5 | 4 | -2 | 2 | 10
CC1(c2ccc3c(c2)OCO3)NC(=O)N(CC(=O)NCCC2=CCCCC2)C1=O (configuration not stated) | 7 | 7 | -2 | 1 | 6 | -2 | -13 | -12 | -9
O=C(N[C@@H](Cc1ccccc1)C(=O)NC1CCCCCC1)c1ccco1 | 5 | 10 | -2 | 2 | -1 | 0 | 3 | 4 | 11
O=C(N/N=C/c1cccs1)C(=O)Nc1cccc(Cl)c1 | -9 | 5 | -2 | -4 | -12 | -1 | 12 | -4 | 6
O=C(O)COc1ccc(Br)cc1C(c1c(C(=O)O)[nH]c2ccccc12)c1c(C(=O)O)[nH]c2ccccc12 | 3 | 7 | 3 | 1 | 55* | 3 | 7 | 20 | -4
COC(=O)c1ccccc1NC(=O)C1CCN(S(C)(=O)=O)CC1 | 1 | 0 | 14 | -1 | -1 | -3 | 4 | 3 | -3
CC1CCN(c2c(NCc3ccc(C(=O)NCc4ccco4)cc3)c(=O)c2=O)CC1 | 0 | 0 | -1 | 7 | -3 | 2 | -14 | -3 | -4
C=CCN1C(=O)c2ccc(C(=O)Nc3ccccn3)cc2C1=O | 7 | 2 | 7 | -1 | -1 | -1 | -12 | 6 | -2
COc1cccc(C2c3c(oc4ccccc4c3=O)C(=O)N2CCCN2CCOCC2)c1 (configuration not stated) | 2 | -8 | 7 | 2 | 7 | -1 | 2 | 1 | -5
CCn1c(=O)c2cc(C(=O)NCC(OC)OC)sc2c2ccccc21 | 8 | 5 | -1 | -2 | -3 | 7 | 4 | -1 | -3
COc1ccc(C2/C(=C(/O)c3ccc4c(c3)CC(C)O4)C(=O)C(=O)N2Cc2ccncc2)cc1 (configuration not stated) | -6 | 0 | 17 | -4 | -5 | -6 | 14 | 8 | -2
CCN(CC)CCNC(=O)c1cc2c(=O)n(CC)c3ccccc3c2s1 | -4 | 8 | -14 | -3 | -3 | 1 | 12 | -7 | -7
Clc1ccc(/C=N/Nc2ncnc3ccccc23)cc1Cl | -1 | 13 | 28 | -8 | -17 | 0 | 6 | -6 | -2
Later entries
SMILES | LYPLA2 inh | PAFAH1B3 FP inh | PREPL inh | LYPLA1 inh | GSTO1 counter | PAD4 inh | ZTA counter | PAFAH2 inh | EBNA-1 inh
COc1ccc(S(=O)(=O)N/N=C\c2ccccc2F)cc1 | -9 | 0 | -10 | -3 | 3 | -5 | -1 | 1 | 2
CCc1cccc2c(N=O)c(O)[nH]c12 | 4 | 28* | 13 | 2 | -4 | -2 | -5 | 11 | 5
CC1(C)Cc2c(sc3ncn4c(=S)[nH]nc4c23)CO1 | 3 | 6 | -2 | -2 | 29 | 2 | -9 | 10 | 2
CCN(CC)C(=O)CNC(=S)N(CCCN1CCOCC1)Cc1cccs1 | 10 | -1 | 15 | 1 | 1 | -7 | -1 | 0 | -2
COC(=O)c1cccc(CSc2nc(-c3ccccc3)c(C#N)c(=O)[nH]2)c1 | 0 | 6 | -4 | 5 | -17 | 3 | 22 | 0 | 8
O=C(/C=C/c1ccccc1Cl)Nc1ccc(S(=O)(=O)Nc2ncccn2)cc1 | -2 | 8 | -10 | -9 | 10 | 0 | 5 | -5 | -1
COc1ccccc1NS(=O)(=O)c1cc(NC(=O)c2ccc(=O)[nH]c2)ccc1N1CCOCC1 | -1 | 3 | -2 | -8 | -8 | 2 | 16 | -7 | 4
CCOc1ccc(NC(=O)Nc2ccc(NC(C)=O)cc2)cc1 | -6 | -10 | 7 | -3 | 11 | -1 | -6 | -8 | 9
O=C(N[C@@H](c1ccccc1)[C@H](O)c1ccccc1)[C@@H]1CCCN1C(=O)OCc1ccccc1 | -8 | 7 | 7 | -2 | -9 | -9 | -8 | 7 | 6
Cc1cc(OC(C)C(=O)NCC2CCCO2)cc(C)c1Cl (configuration not stated) | -3 | 5 | 13 | 5 | -1 | 1 | -13 | 0 | -4
Cc1ccc(N(CC(=O)NCc2ccc3c(c2)OCO3)S(C)(=O)=O)cc1 | 2 | 1 | -10 | -1 | 11 | 0 | 7 | 1 | 7
O=C(CCSc1ccc(Br)cc1)c1ccc(O)cc1 | -4 | -2 | 12 | -5 | 3 | 3 | -1 | 3 | 3
CCn1ncc(Br)c1C(=O)Nc1ccc(-c2ccno2)cc1 | 1 | 12 | 18 | -5 | -5 | 4 | 0 | 2 | -9
Nc1nc(=S)n(-c2ccccc2)[nH]1 | 1 | 5 | 5 | 4 | -1 | 1 | 5 | -6 | 3
CCOC(=O)c1c2c3c(cccc3[nH]c1=O)C(=O)c1ccccc1-2 | 7 | 7 | 7 | 1 | 6 | -4 | 8 | 13 | -5
O=c1c2c3nc4ccccc4nc3n(/N=C/c3ccccn3)c2ncn1-c1ccccc1 | 0 | -4 | -3 | -1 | 1 | -9 | 7 | 4 | -3
COc1ccc(N2C(=O)Cc3c2nc(N)c(C#N)c3N)cc1 | 2 | -5 | 5 | 6 | 7 | -3 | 9 | -11 | 3
Cn1cc(C(=O)N/N=C/c2ccc([N+](=O)[O-])cc2)c2ccccc21 | -15 | · | -1 | -15 | -12 | 1 | 0 | · | -5
COCC(C)NC(=O)c1cc(-c2cccc(OC)c2)on1 (configuration not stated) | 3 | 1 | 5 | -4 | 2 | -4 | 11 | 6 | -4
COc1ccccc1CNC(=O)CCc1c(C)nc2cc(-c3ccccc3OC)nn2c1C | -5 | 5 | -26 | -2 | -3 | -1 | 19 | -1 | 3
O=C(O)CC(NC(=S)NCc1ccccc1)C(=O)O (configuration not stated) | -4 | -2 | 17 | -2 | -5 | -1 | -7 | 9 | -3
COc1ccc(OC2C(=O)N(c3ccc(F)cc3)C2c2ccc(OC)c(OC)c2)cc1 (configuration not stated) | 2 | -3 | 12 | -1 | 1 | 0 | -7 | 0 | -4
CCOc1cc(/C=C2/NC(=O)N(Cc3ccccc3F)C2=O)ccc1O | 4 | 0 | 17 | 2 | 7 | -8 | -19 | -1 | -3
COCCNC(=O)C(C)N(c1ccc(Oc2ccccc2)cc1)S(C)(=O)=O (configuration not stated) | 0 | 0 | 8 | 0 | 7 | -1 | -4 | 5 | -9
C[C@H](CO)N1C[C@H](C)[C@@H](CN(C)Cc2ccc(-c3ccccc3)cc2)Oc2c(NC(=O)Nc3ccc(C(F)(F)F)cc3)cccc2C1=O | · | 3 | 17 | · | · | 0 | · | 1 | ·

The closing two records of the section before open the next one.
SMILES | LYPLA2 inh | PAFAH1B3 FP inh | PREPL inh | LYPLA1 inh | GSTO1 counter | PAD4 inh | ZTA counter | PAFAH2 inh | EBNA-1 inh
COCCNC(=O)C(C)N(c1ccc(Oc2ccccc2)cc1)S(C)(=O)=O (configuration not stated) | 0 | 0 | 8 | 0 | 7 | -1 | -4 | 5 | -9
C[C@H](CO)N1C[C@H](C)[C@@H](CN(C)Cc2ccc(-c3ccccc3)cc2)Oc2c(NC(=O)Nc3ccc(C(F)(F)F)cc3)cccc2C1=O | · | 3 | 17 | · | · | 0 | · | 1 | ·
COC(=O)c1ccc(/C=N\NC(=O)c2ccc(C)cc2Cl)cc1 | 0 | 3 | -2 | 2 | -3 | -1 | 11 | 4 | 7
O=C(O)c1cccnc1SCc1ccccc1Cl | 6 | 3 | 23 | 1 | 0 | -3 | -14 | 0 | 5
Cc1ccc(NC(=O)COc2ccc(Br)cn2)cc1 | 5 | 7 | 8 | 4 | 3 | -7 | -22 | 9 | -13
Clc1ccccc1-c1nnc(-c2ccccc2Cl)o1 | 0 | -5 | -2 | -4 | -1 | -2 | -2 | -3 | 12
O=C1CCC([N+](=O)[O-])C(c2ccccc2C(F)(F)F)N1 (configuration not stated) | 4 | 6 | 5 | 3 | 2 | 2 | -8 | -1 | -1
CN1CCN(c2ccccc2NC(=O)c2ccc(-c3ccc(Cl)cc3Cl)o2)CC1 | -2 | -9 | 28 | 0 | 0 | 1 | 3 | 2 | -16
O=C(COC(=O)/C=C/c1ccc(F)cc1)NC1CC1 | · | 1 | 18 | · | · | -6 | · | 49* | ·
COC(=O)CN(c1cccc(C)c1)S(=O)(=O)c1ccccc1 | 11 | 6 | 18 | 6 | -6 | 3 | -1 | 10 | 16
O=C(CN1CCCC1)NCc1ccccc1 | 7 | 6 | 24 | -1 | 4 | 4 | 6 | -4 | 8
COc1cc(/C=N/O)ccc1Oc1cnccn1 | 3 | 8 | -4 | 2 | 2 | 1 | -21 | -15 | -12
O=C(c1cc(Cl)nc2ccccc12)N1CCN(S(=O)(=O)c2ccccc2[N+](=O)[O-])CC1 | 6 | 6 | 9 | -3 | -2 | -1 | -12 | 2 | -17
CCn1c(COc2ccccc2)nc2ccccc21 | -5 | 4 | -5 | 4 | 2 | 2 | 20 | 8 | 13
COC(=O)CCCCCCCCCC[N+]1(C)CCCCC1 | 2 | -1 | 5 | -4 | -6 | -3 | 0 | -6 | 7
CCOc1ccc(/C=N/Nc2ccc(Cl)nn2)c(O)c1 | 0 | 4 | -12 | -6 | 25 | -1 | 8 | 8 | -9

Single values from the list.
Entry for `CC1(c2ccc3c(c2)OCO3)NC(=O)N(CC(=O)NCCC2=CCCCC2)C1=O` (configuration not stated) under PAFAH1B3 FP inh: 7
Entry for `COc1ccccc1NS(=O)(=O)c1cc(NC(=O)c2ccc(=O)[nH]c2)ccc1N1CCOCC1` under PAFAH2 inh: -7
Entry for `O=C(CSc1nnc2c(n1)[nH]c1ccccc12)Nc1ccc2c(c1)OCO2` under ZTA counter: -2
